KCNK3 inh: human KCNK3 channel inhibition, primary screen. O14649. CHO-KCNK3 thallium flux, FluxOR fluorescence; hits give low values. B-score at 10 µM. hit rate 0.84% among 340,000. AID 602410;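 active means B-score under library mean minus 4 SD, starting fluorescence ratio at most library mean plus 5 SD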;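 further: more negative B-score means stronger inhibition of thallium flux through KCNK3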
Target sequence (O14649 whole entry, looked up): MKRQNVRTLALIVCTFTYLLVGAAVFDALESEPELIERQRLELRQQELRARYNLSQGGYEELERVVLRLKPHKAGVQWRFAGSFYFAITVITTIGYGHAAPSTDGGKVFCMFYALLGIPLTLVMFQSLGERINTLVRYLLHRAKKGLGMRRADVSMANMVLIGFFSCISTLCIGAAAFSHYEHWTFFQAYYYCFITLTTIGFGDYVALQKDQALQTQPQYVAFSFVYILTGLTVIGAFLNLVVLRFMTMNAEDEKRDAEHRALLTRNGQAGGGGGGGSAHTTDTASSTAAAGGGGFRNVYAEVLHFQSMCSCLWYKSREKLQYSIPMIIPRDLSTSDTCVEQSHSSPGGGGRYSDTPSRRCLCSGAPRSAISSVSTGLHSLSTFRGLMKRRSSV
ANO1 activ: activators or potentiators of mouse TMEM16A chloride channel; Q8BHY3; HEK293 TMEM16A/YFP-H148Q/I152L, iodide quench fluorescence; hits give low values; B-score at 10 µM; hit rate 0.3% among 340,000; AID 623877;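 active means fluorescence-ratio B-score plate-corrected deviation score at least 3 library SD below zero, with starting fluorescence score within 5 deviations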;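 further: channel opened by trigger with iodide after compound preincubation; score built on the fluorescence ratio of max minus min over baseline; more negative score means more quench and so TMEM16A activation or potentiation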
Calls only; i = inactive.

Every second line gives: KCNK3 inh, ANO1 activ
> N#CC1(NC(=O)CN2C(=O)NC(c3ccccc3)(c3ccccc3)C2=O)CCCC1
  i, i
> COc1ccc(NC(=O)CN(C)C(=O)c2c(C)nn(Cc3ccc(C)cc3)c2Cl)cc1
  i, i
> COc1ccc(N=C2C(=S)N(c3ccc(OC)cc3)C(=NS(=O)(=O)c3ccccc3)N2c2ccccc2)cc1
  i, i
> CN(CC(=O)Nc1cccc(F)c1)CC(=O)Nc1ccccc1-c1ccccc1
  i, i
> CC(Oc1ccccc1F)C(=O)NNC(=O)c1ccc(-n2cncn2)c([N+](=O)[O-])c1 (configuration not stated)
  i, i
> CCN(CC(=O)Nc1ccc(NC(C)=O)cc1)C(=O)c1cccc(N2C(=O)c3ccccc3C2=O)c1
  i, i
> CC(OC(=O)c1ccc(Br)o1)C(=O)NCC1CCCCC1 (configuration not stated)
  i, i
> CCN(CC)S(=O)(=O)c1ccc(O)c(C(=O)OCC(=O)NC23CC4CC(CC(C4)C2)C3)c1
  i, i
> CN(CC(=O)NC1CCN(Cc2ccccc2)CC1)S(=O)(=O)c1ccc(Cl)cc1
  i, i
> CC(=O)Nc1ccc(S(=O)(=O)NCC(=O)OCC(=O)N2CC(C)OC(C)C2)cc1 (configuration not stated)
  i, i
> O=CN(Cc1nc2ccccc2[nH]1)c1ccc(C(=O)O)cc1
  i, i
> CCCCn1c2nc3ccccc3nc2c2c(=O)n(CC(C)C)cnc21
  i, i
> COc1cc(C(=O)NNC(=O)COc2ccc(Cl)cc2)ccc1OCC(=O)N1CCOCC1
  i, i
> Cc1ccc(NC(=O)CN2C(=O)NC(C)(c3ccc4c(c3)OCO4)C2=O)cc1 (configuration not stated)
  i, i
> CC(C)(C)C(CO)NC(=O)c1ccc[nH]1 (configuration not stated)
  i, i
> CN(Cc1cnn(Cc2ccccc2)c1)C(=O)c1cccc(S(=O)(=O)N2CCOCC2)c1
  i, i
> O=C(NCCCN1CCCCCC1)c1ccc(CS(=O)(=O)Cc2ccccc2F)o1
  i, i
> CC(=O)N1CCN(C(=O)c2cc(S(=O)(=O)N(C)Cc3ccccc3)ccc2Cl)CC1
  i, i
> Cc1cccc(NC(=O)c2ccc(NS(=O)(=O)c3cccc4cccnc34)cc2)c1
  i, i
> CCCCn1nc(C(=O)NCc2ccccc2CN2CCCC2)c2ccccc2c1=O
  i, i
> CCn1nnc2cc(C(=O)N3CCC(C(=O)OC)CC3)ccc21
  i, i
> COc1ccccc1NC(=O)C(C)N(C)CC(=O)Nc1cccc2ccccc12 (configuration not stated)
  i, i
> CN(Cc1c(F)cccc1Cl)C(=O)C1=CC=CN2CCS(=O)(=O)N=C12
  i, i
> O=C1CCC/C1=c1\s/c(=C/c2cccnc2)c(=O)n1-c1ccccc1
  i, i
> O=C(COC(=O)COc1ccc(Cl)cc1Cl)NC1CCCCCC1
  i, i
> CN(C(=O)CSCC(=O)Nc1ccc(Cl)cc1)C1CCCCC1
  i, i
> CN1C(C(=O)Nc2ccc(C(=O)O)cc2)=C(O)c2ccccc2S1(=O)=O
  i, i
> O=C(COC(=O)/C=C/c1ccc(Cl)c(Cl)c1)NC1CCCC1
  i, i
> Cc1ccc(COc2ccsc2C(=O)O)cc1
  i, i
> Cc1ccc(NS(=O)(=O)c2ccc(C(=O)NCc3ccc(S(N)(=O)=O)cc3)cc2)cc1
  i, i
> COc1ccccc1CNC(=O)CN1C(=O)NC2(CCCc3ccccc32)C1=O (configuration not stated)
  i, i
> O=[N+]([O-])c1ccc(NN=Cc2cccc(O)c2)nc1
  i, i
> CC1CCN(C(=O)COC(=O)c2cc(Cl)c3c(c2)OCO3)CC1
  i, i
> O=S(=O)(NCC1COc2ccccc2O1)c1ccccc1F (configuration not stated)
  i, i
> Cn1c(N)c(C(=O)COC(=O)COc2cccc(Br)c2)c(=O)n(C)c1=O
  i, i
> COc1ccc(OC)c(NC(=O)C2CC(=O)N(Cc3ccco3)C2)c1 (configuration not stated)
  i, i
> O=C1NC(=O)/C(=C\c2ccc(Cl)cc2Cl)N1
  i, i
> CCOC1=C(C#N)CC2(CC1)c1ccccc1-c1ccccc12
  i, i
> O=c1ccn(Cc2ccccc2)c(SCc2ccccc2)n1
  i, i
> Cc1ccccc1NC(=O)COC(=O)c1ccc(S(=O)(=O)N2CCCC2)cc1
  i, i

Compounds listed so far with a COOH group, in the order listed:
Every second line gives: KCNK3 inh, ANO1 activ
> O=CN(Cc1nc2ccccc2[nH]1)c1ccc(C(=O)O)cc1
  i, i
> CN1C(C(=O)Nc2ccc(C(=O)O)cc2)=C(O)c2ccccc2S1(=O)=O
  i, i
> Cc1ccc(COc2ccsc2C(=O)O)cc1
  i, i

New compounds follow.
Every second line gives: KCNK3 inh, ANO1 activ
> CCN1CCN(C(=O)c2ccc(Cl)c(S(=O)(=O)N(C)c3ccccc3)c2)CC1
  i, i
> Cc1cc(NC(=O)c2cc3ccccc3o2)no1
  i, i
> COc1ccc(-c2ccccc2[C@H]2[C@@H]3C=CC[C@@H](C)[C@@H]3C(=O)N2Cc2ccccc2)cc1
  i, i
> CC1(NC(=O)CCS(=O)(=O)c2ccc(Cl)cc2)CCS(=O)(=O)C1 (configuration not stated)
  i, i
> Cc1ccc(SCC(=O)OCC(=O)NCCc2ccc(S(N)(=O)=O)cc2)c(C)c1
  i, i
> O=C(O)CCCCCCCCCCC1CCC(O)C1O (configuration not stated)
  i, i
> COc1ccccc1[N+](=O)[O-]
  i, i
> CN(C(=O)c1ccccc1C(=O)OCC(=O)c1ccc(F)cc1)c1ccccc1
  i, i
> C/C(=N\Nc1ccc(S(=O)(=O)N2CCCCC2)cn1)c1cccc(Br)c1
  i, i
> COc1cccc(NC(=O)COC(=O)c2c(C)noc2C)c1
  i, i
> CC1CN(C(=O)c2ccccc2OCc2ccccc2Cl)CC(C)O1 (configuration not stated)
  i, i
> COc1ccc(-n2c(SCC(=O)NC3CC3)nc3ccccc3c2=O)cc1OC
  i, i
> CC1OC(OC2C(CO)OC(OCC3OC(OC(=O)[C@@]45CCC(C)(C)C[C@@H]4C4=CC[C@@H]6[C@@]7(C)CCC(OC8OCC(O)C(O)C8OC8OC(C)C(O)C(O)C8O)[C@@](C)(CO)C7CC[C@@]6(C)[C@]4(C)CC5)C(O)C(O)C3O)C(O)C2O)C(O)C(O)C1O (some centres not stated)
  i, i
> CCNC(=O)N(CC)C[C@H]1N[C@@](C)(C(=O)OC)[C@H]2C(=O)N(Cc3ccccc3)C(=O)[C@@H]12
  i, i
> CN(CC(=O)Nc1ccc(F)cc1)C(=O)COC(=O)c1cccc(N(C)C)c1
  i, i
> Cc1ccc(S(=O)(=O)N(CC(=O)NCc2cccs2)c2ccccc2)cc1
  i, i
> Cc1ccc(C2(c3ccc(C)cc3)NC(=O)N(CC(=O)NCCCN3CCCC3=O)C2=O)cc1
  i, i
> CCN(CC)C(=O)c1[nH]cnc1C(=O)NC1CCN(C(=O)OC(C)(C)C)CC1
  i, i
> CN(Cc1ccc(Cl)s1)C(=O)CSc1nnc(C2CC2)n1C1CC1
  i, i
> COc1ccc(C(=O)NCC(=O)OCCOc2ccc(Cl)cc2)cc1OC
  i, i
> COc1ccc(CCNS(=O)(=O)c2ccc3[nH]c(=O)[nH]c3c2)cc1
  i, i
> Cc1ccc(S(=O)(=O)N2CCCC2)cc1C(=O)NCc1ccccc1CN1CCCC1
  i, i
> O=C1NC[C@@H](c2ccccc2)OC(=O)[C@H](Cc2ccc(F)cc2)C/C=C\C[C@H]1CC(=O)N(CCO)Cc1ccccc1
  i, i
> Cc1cccc(Oc2ccccc2NS(=O)(=O)c2ccc(CCC(=O)O)cc2)c1
  i, i
> Cc1ccc(CNC(=O)COC(=O)c2ccc(S(=O)(=O)N3CCOCC3)cc2)cc1
  i, i
> CC(O)C(NS(=O)(=O)c1ccc2ccccc2c1)C(=O)OCC(=O)Nc1ccccc1OC(F)F (configuration not stated)
  i, i
> Cn1c(SCC(=O)N2CCCC2=O)nc2ccccc2c1=O
  i, i
> Cc1noc(C)c1NC(=O)N(C)C[C@H]1Oc2c(cccc2N(C)C)C(=O)N([C@H](C)CO)C[C@@H]1C
  i, i
> CC(C)c1ccc(C2(C)NC(=O)N(CC(=O)NC3(C#N)CCCC3)C2=O)cc1 (configuration not stated)
  i, i
> O=C(O)c1ccc(NS(=O)(=O)Cc2ccc(Cl)c(Cl)c2)cc1
  i, i
> CC(=O)N1CCN(C(C)=O)c2ccccc21
  i, i
> CC1CCCCC12NC(=O)N(CC(=O)NCCc1ccc(F)cc1)C2=O (configuration not stated)
  i, i
> CC(NC(=O)c1ccco1)C(=O)OCc1cccc(C(F)(F)F)c1 (configuration not stated)
  i, i
> Cc1ccc(NC(=O)Cn2c(C)csc2=O)cc1
  i, i
> CCOc1ccc(C(=O)N2CCN(CC(=O)N3CCCC3)CC2)cc1OCC
  i, i
> Cc1cc(NC(=O)CSCC(=O)Nc2cc(C(F)(F)F)ccc2N2CCOCC2)no1
  i, i
> CCOC(=O)c1cccc(-n2cccc2/C=C2\NC(=O)N(CC(=O)O)C2=O)c1
  i, i
> O=C(Nc1ccccc1F)c1ccc(S(=O)(=O)N2CCCCCC2)cc1
  i, i
> Cc1onc(-c2ccccc2)c1C(=O)OCC(=O)Nc1ccc(Cl)cc1
  i, i
> O=C(COC(=O)c1nc(Cl)ccc1Cl)NCc1ccc(Cl)cc1Cl
  i, i
> CCN(CC)S(=O)(=O)c1cc(NC(=O)CO/N=C(\N)c2ccccc2Cl)ccc1C
  i, i
> Cn1cccc1C(=O)OCC(=O)Nc1ccc2c(c1)OCCO2
  i, i
> CC(C)C(NC(=O)c1c(F)cccc1F)C(=O)OCN1C(=O)c2ccccc2C1=O (configuration not stated)
  i, i
> Cn1cc(S(=O)(=O)N2CCNCC2)cc1C(N)=O
  i, i
> CCCCC(CC)COC(=O)C(C#N)=C(c1ccccc1)c1ccccc1 (configuration not stated)
  i, i
> C[C@@]12C(=O)Nc3ccccc3C(=O)N1[C@H]1c3cc(Cl)ccc3OC[C@@H]1[C@@H]2c1ccccc1
  i, i
> NCCN1CCN(S(=O)(=O)c2ccc([N+](=O)[O-])cc2)C=C1c1ccc(Cl)cc1
  i, i
> Cc1cc(NC2=CC(=O)C(=O)c3ccccc32)no1
  i, i
> O=C(/C(=N/O)c1ccccc1)c1ccccc1
  i, i
> O=C(CN1c2cccc3cccc(c23)S1(=O)=O)NCCc1ccccc1
  i, i
> O=C1[C@H](Cc2ccccc2)NCC=CC[C@@H](c2ccc(Cl)cc2)N1Cc1ccc(Cl)cc1
  i, i
> O=C(O)c1ccc([N+](=O)[O-])cc1Sc1ccsc1
  i, i
> COc1ccc(CC(=O)Nc2nccs2)cc1S(=O)(=O)N1CCOCC1
  i, i
> CCOC(=O)C1CCN(C(=O)COC(=O)c2ccccc2OCC)CC1
  i, i
> COC(=O)c1ccc(C(=O)OC)c(NC(=O)C2CC(=O)N(C3CCCC3)C2)c1 (configuration not stated)
  i, i
> CCOc1cc(OCC)c(C(C)=O)cc1OCC
  i, i
> O=C(COc1ccc(Oc2ccccc2)cc1)NC1CCS(=O)(=O)C1 (configuration not stated)
  i, i
> CN(C(=O)CN1C(=O)NC(c2ccccc2)(c2ccccc2)C1=O)C1CCS(=O)(=O)C1 (configuration not stated)
  i, i
> Cc1cc(C)c(NC(=O)CNC(=O)[C@@H]2CCCN2C(=O)c2cccs2)c(C)c1
  i, i
> O=C(c1ccccn1)N1CCN(S(=O)(=O)c2cccc(Br)c2)CC1
  i, i

Additional structures follow:
Every second line gives: KCNK3 inh, ANO1 activ
> CON=C1C=C(C)C(=O)C(C)=C1C
  i, i
> O=C(NCCC(=O)N1CCN(S(=O)(=O)c2ccccc2F)CC1)Nc1ccccc1
  i, i
> CN(C)c1nc2c(cnn2C)c(=O)[nH]1
  i, i
> O=C(CN1C(=O)C(=O)N(C2CCCC2)C1=O)NCCc1ccc(Cl)cc1Cl
  i, i
> Cc1ccc(S(=O)(=O)N2CCCCC2)cc1NC(=O)CCCOc1ccccc1
  i, i
> CC1(C2CCC3C4CCC5CC6(CCC5(C)C4C(=O)CC32C)OCCO6)OCCO1 (configuration not stated)
  i, i
> Cn1nnnc1Sc1ncnc2scc(-c3ccccc3C(F)(F)F)c12
  i, i
> CCN(CC)C(CNC(=O)CSc1nnnn1-c1c(C)cccc1C)c1ccco1 (configuration not stated)
  i, i
> O=C1CN(C(=O)COC(=O)c2c(F)cccc2Cl)c2ccccc2N1
  i, i
> CCOc1ccccc1C=NNC(=O)C(=O)NN=Cc1ccccc1OCC
  i, i
> O=C(/C=C/c1cccs1)NNC(=O)c1ccccc1
  i, i
> Cc1c(C(=O)NCc2ccccn2)oc2c(Cl)cccc12
  i, i
> Cc1cc(-c2ccccc2)nc(N/N=C/c2ccc(O)cc2)n1
  i, i
> O=C(O)C(CCc1ccccc1)(Cc1ccccc1)C(=O)O
  i, i
> CN(CC(=O)Nc1ccc(C(N)=O)cc1)S(=O)(=O)c1ccc2c(c1)OCCO2
  i, i
> O=C(NN=Cc1ccc(OC(F)F)cc1)c1ccc(NS(=O)(=O)c2cccs2)cc1
  i, i
> CCC1(c2ccc(Cl)cc2)NC(=O)N(CC(=O)NC2(C#N)CCCCC2)C1=O (configuration not stated)
  i, i
> Nc1nc(N)nc(Cc2ccccc2O)n1
  i, i

Whole records from above:
`O=C(O)C(CCc1ccccc1)(Cc1ccccc1)C(=O)O` is entered as KCNK3 inh: i; ANO1 activ: i
`O=C(CN1C(=O)C(=O)N(C2CCCC2)C1=O)NCCc1ccc(Cl)cc1Cl` is entered as KCNK3 inh: i; ANO1 activ: i

Some of the compounds tested; count on the stated rates, not on these rows.
